Assay outcomes: PubChem, several laboratories
PDI turbidity = PDI (human) enzyme inhibition. 350,000 tested, 0.052% active. PDI insulin aggregation turbidity, A650, 90 min. inhibition, % at 10 µM;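 active = mean inhibition across replicates of 30% or more, whatever share of single replicates reach that level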;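 also: absorbance from insulin aggregation driven by PDI reduction with DTT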
Target sequence (P07237 whole entry, looked up): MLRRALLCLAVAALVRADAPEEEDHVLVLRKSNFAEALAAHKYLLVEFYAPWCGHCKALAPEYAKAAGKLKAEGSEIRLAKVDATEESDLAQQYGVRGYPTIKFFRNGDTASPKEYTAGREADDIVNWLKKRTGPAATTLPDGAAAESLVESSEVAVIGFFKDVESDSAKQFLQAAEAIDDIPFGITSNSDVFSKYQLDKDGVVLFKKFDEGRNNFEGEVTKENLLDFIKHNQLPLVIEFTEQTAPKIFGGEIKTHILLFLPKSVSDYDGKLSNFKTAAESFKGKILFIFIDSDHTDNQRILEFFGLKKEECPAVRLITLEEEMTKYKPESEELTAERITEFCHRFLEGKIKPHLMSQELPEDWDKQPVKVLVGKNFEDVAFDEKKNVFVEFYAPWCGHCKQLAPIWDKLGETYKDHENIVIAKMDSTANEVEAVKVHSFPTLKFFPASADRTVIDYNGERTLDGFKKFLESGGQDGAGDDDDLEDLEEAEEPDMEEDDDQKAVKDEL
CaV13 FRET inh = Primary screen for inhibitors of IQ motif and Ca2+-dependent inactivation inhibitor domain binding in CACNA1D, Förster resonance energy transfer in living cells, … | HEK cells, CFP/YFP FRET ICDI-IQ, plate reader, 10 min; percent FRET-ratio fall versus neutral wells | inhibition, % at 12.3 µM | 340,000 tested, 0.098% active;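 active = mean replicate inhibition of at least 30% and at least 1% of replicates passing that level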;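 also: 0% = median of the neutral control wells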
HIF-2a block = blocks HIF-2a reporter activity; inhibition, % at 18.8 µM; 786-0 RCC cells HIF-2a reporter, luciferase luminescence, overnight; 360,000 tested, 0.72% active; AID 624352;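 active = inhibition of the luminescence signal of 40% or more relative to plate controls, in a single-dose primary screen at 18.75 µM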
Shn3 inh set2 = reduces Shn3 3'UTR luciferase signal in osteoblasts | Clone20 osteoblast Shn3 3'UTR firefly luciferase, 24 h | inhibition, % at 12.5 µM | 360,000 tested, 0.52% active;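 active = mean inhibition of at least 75% with every replicate also reaching 75%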;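 also: 0% = median of neutral control wells and 100% = pilot-screen positive control compound; some compounds past the cut are filed as inactive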
Peg3 promoter = inhibitors of Peg3 promoter; HeLa PEG-Prom luciferase reporter, luminescence, overnight; 360,000 tested, 1.7% active; AID 588405; inhibition, % at 20 µM;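 active = inhibition of at least 50% at 20 µM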
Cardio protect = protects H9c2 cardiomyocytes from peroxide injury; H2O2 injury protection, ATPLite, 2 h; protection from H2O2 cell death, % at 20 µM; 360,000 tested, 0.63% active; AID 588492;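 active = compounds giving at least 50% protection of heart cells from peroxide-induced death in the single-dose screen, raw or plate-pattern-corrected value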;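 also: 0% = DMSO wells with peroxide and 100% = DMSO wells without peroxide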
NR2E3 ag-1 = activates human NR2E3 receptor; AID 602229; inhibition of corepressor binding, % at 3.98 µM; CHO-S Gal4-NCOR/VP16-NR2E3 two-hybrid, luciferase; Q9Y5X4; 360,000 tested, 0.35% active;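 active = inhibition above the mean of all tested compounds plus 3 SD, cut at about 70% in these data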;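 also: 0% = DMSO with NR2E3 transfected cells and 100% = cells lacking NR2E3 construct; higher means lower luciferase signal from less NR2E3 corepressor binding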
Target sequence (Q9Y5X4 whole entry, looked up, the tested form may be a part): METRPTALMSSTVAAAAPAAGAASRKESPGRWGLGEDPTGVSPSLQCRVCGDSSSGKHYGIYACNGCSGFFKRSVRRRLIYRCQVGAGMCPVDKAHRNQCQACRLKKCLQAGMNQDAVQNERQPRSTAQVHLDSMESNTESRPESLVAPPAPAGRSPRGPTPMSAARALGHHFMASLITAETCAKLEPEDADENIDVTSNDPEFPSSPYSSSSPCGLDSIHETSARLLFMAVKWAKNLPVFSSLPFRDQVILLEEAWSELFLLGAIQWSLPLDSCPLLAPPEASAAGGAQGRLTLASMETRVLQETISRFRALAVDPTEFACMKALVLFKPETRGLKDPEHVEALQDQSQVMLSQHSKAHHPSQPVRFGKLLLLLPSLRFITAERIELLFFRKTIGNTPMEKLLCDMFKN
TRPM1 prom inh = MITF TRPM1 promoter inhibition in SK-MEL-5 cells; SK-MEL-5 TRPM1 promoter luciferase, 24 h; inhibition, % at 12.5 µM; 330,000 tested, 0.83% active; AID 488899;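 active = mean inhibition across replicates of 60% or more, whatever share of single replicates reaches that level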; also: values of inactives mirror those of a sister screen read the other way
HTR2A ag = agonists of mouse serotonin 5-HT2A receptor (HTR2A); AID 624169; 360,000 tested, 0.66% active; CHO-K1 mHTR2A beta-arrestin complementation, luminescence; percent of 30 µM serotonin response; activation, % at 7.6 µM; P35363;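 active = activation above a run cutoff, the mean activation of all tested compounds plus 3 SD, cut at about 14% in these data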;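 also: 0% = plate median of compound wells and 100% = 30 µM serotonin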
hiPSC survival = increases survival of single human iPS cells; hiPSC single-cell survival, ATPlite luminescence; 100% = ROCK inhibitor wells, 0% = DMSO; survival enhancement, % at 20 µM; 360,000 tested, 0.044% active; AID 602274; in the data active = survival enhancement above about 18%;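 also: cells exposed to compounds for 16 hours before the ATP read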
NR2E3 ag-2 = activates human photoreceptor nuclear receptor NR2E3; Q9Y5X4; GST-NR2E3/biotin-RetCOR TR-FRET, 1536-well; inhibition of corepressor binding, % at 4.78 µM; 320,000 tested, 0.12% active; AID 2300;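 active = percent inhibition above the cutoff of mean plus 3 SD of all tested compounds, set per screening campaign, cut at about 20% in these data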;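 also: 0% = DMSO wells and 100% = biotin wells as full block of FRET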
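Material: NR2E3–RetCOR corepressor complex / Amount: 1.35 nM GST-NR2E3 / Medium: Tris pH 7.5 / Compound: single nominal compound dose of 4.8 µM / Incubation: 5 h at 4 °C / Technique: TR-FRET, Eu(K)-anti-GST donor, streptavidin-D2 acceptor, ex 340, em 617/671 nm / Read-out basis: percent loss of FRET ratio relative to control wells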
* = called active by the depositor; · = no result given.

# | Molecule | PDI turbidity | CaV13 FRET inh | HIF-2a block | Shn3 inh set2 | Peg3 promoter | Cardio protect
1 | Cc1ccccc1NC(=O)C1CC(=O)OC12CCOC(C)(C)C2 (centres undefined) | -3 | -1 | 11 | 3 | -7 | 2
2 | CC(C)(C)c1ccc(NC(=O)COC(=O)c2ccc(NS(=O)(=O)c3ccc(F)c(F)c3)cc2)cc1 | 6 | -4 | -19 | -2 | 5 | -6
3 | CCCOc1ccc(C(=O)NC2CCSc3ccccc32)cc1 (centres undefined) | 2 | -4 | -35 | -17 | 2 | -7
4 | Cc1cccc(C)c1NC(=O)N1CCC(n2c(=O)[nH]c3ccccc32)CC1 | · | 27 | 14 | 7 | 9 | 5
5 | CC[C@]12c3[nH]c4ccccc4c3CCN1C(=O)C(CC(=O)NCCC1=CCCCC1)C[C@@H]2C(=O)N1CCN(C(=O)c2ccco2)CC1 (some centres undefined) | 2 | -5 | 9 | 7 | 6 | 0
6 | Nc1nc2ccc(Br)cc2o1 | -6 | -6 | -17 | -2 | -26 | -3
7 | Nc1nc(-c2c[nH]c3ccccc23)cs1 | -2 | -10 | -6 | 1 | 0 | 49*
8 | Cn1cc([N+](=O)[O-])c(C(=O)NCC(=O)O)n1 | -17 | 1 | 14 | -10 | -10 | 1
9 | Cc1ccccc1NC(NC(=O)OCCn1c([N+](=O)[O-])cnc1C)C(Cl)(Cl)Cl (centres undefined) | 0 | -3 | 17 | -25 | 8 | -1
10 | Cc1oc(C(C)(C)C)cc1C(=O)NC(Cc1ccccc1)C(=O)O (centres undefined) | -4 | -2 | 16 | -14 | -7 | -3

# | NR2E3 ag-1 | TRPM1 prom inh | HTR2A ag | hiPSC survival | NR2E3 ag-2
1 | -35 | -11 | -1 | 0.3 | -2
2 | -3 | -7 | 11 | -1.0 | 4
3 | 0 | -12 | -2 | -0.5 | 4
4 | -3 | 3 | -1 | -0.7 | 4
5 | 7 | 4 | -1 | 2.9 | ·
6 | -7 | 11 | -3 | -2.2 | ·
7 | -28 | -16 | 0 | -3.0 | 0
8 | 8 | -3 | 7 | -1.2 | 5
9 | 11 | -10 | 3 | -0.9 | 2
10 | 5 | -4 | -2 | -0.5 | 0

(continued)
# | Molecule | PDI turbidity | CaV13 FRET inh | HIF-2a block | Shn3 inh set2 | Peg3 promoter | Cardio protect
11 | CCCC(=O)NC(=S)Nc1ccc(S(=O)(=O)N2CCc3ccccc32)cc1 | -9 | -15 | 35 | -3 | 30 | -6
12 | COc1cc(NC(=O)c2ccco2)c(OC)cc1NC(=O)CSc1ncc(-c2ccc(F)cc2)[nH]1 | -5 | · | 6 | 14 | 17 | 43
13 | CSc1ncnc2c1ncn2CCCN1CCN(C(=O)C2CC2)CC1 | 11 | -4 | 5 | -11 | 14 | 13
14 | Cc1nc(NC(C)c2ccccc2)sc1C(=O)Nc1ccccc1 (centres undefined) | 3 | -15 | 1 | -3 | -8 | 3
15 | CCOC(=O)c1sc(SC)c(C(C)=O)c1C | -7 | · | -8 | 8 | -23 | -5
16 | Cc1noc(C)c1COc1ccc(CC(=O)NCCc2ccccc2)cc1 | 0 | 5 | 0 | 10 | 13 | -7
17 | COc1cc(C(=O)NC(=S)Nc2ccc(Cc3ccncc3)cc2)cc(OC)c1OC | 2 | -3 | -3 | 42 | 24 | -4
18 | O=C(NNC1=NCCC1)c1cccc(S(=O)(=O)N2CCCCC2)c1 | -13 | 1 | 23 | 1 | 4 | 7
19 | COc1ccc(C2CC(=O)Nc3cc(OC)c(OC)cc32)cc1 (centres undefined) | 5 | -14 | 12 | 2 | 0 | 7
20 | O=C(O)C1CCCCC1C(=O)NCc1ccc(F)cc1 (centres undefined) | -6 | -7 | 15 | 23 | 16 | -3

# | NR2E3 ag-1 | TRPM1 prom inh | HTR2A ag | hiPSC survival | NR2E3 ag-2
11 | 0 | · | -5 | -0.1 | -2
12 | 3 | -9 | 1 | 3.5 | 4
13 | 16 | · | 2 | 2.4 | ·
14 | -13 | -5 | -7 | 3.1 | 1
15 | 1 | 5 | 0 | 0.0 | -1
16 | -8 | 3 | -2 | -1.6 | 0
17 | 29 | · | 4 | -0.2 | 3
18 | -13 | -15 | -2 | -1.1 | -1
19 | -49 | · | 0 | -1.8 | ·
20 | 5 | 8 | 1 | -1.4 | -1

Remaining list, next part.
# | Molecule | PDI turbidity | CaV13 FRET inh | HIF-2a block | Shn3 inh set2 | Peg3 promoter | Cardio protect
21 | Cc1c(Cl)cnc(NC(=O)COC(=O)c2cccc(S(=O)(=O)N3CCOCC3)c2)c1Cl | 4 | -11 | 6 | -10 | -23 | 9
22 | CCN(C(=O)c1ccc2c(SCC(=O)O)c3c(nc2c1)CCC3)c1cc(Cl)ccc1OC | -2 | -7 | 7 | -5 | -6 | -2
23 | O=C(C1=C[C@H](C2CCCCC2)C[C@H](OCc2ccc(CO)cc2)O1)N1CCOCC1 | -4 | -5 | 0 | -1 | -29 | 5
24 | FC(F)(F)c1ccc(Cl)c(NC(=S)N/N=C/c2ccccc2Cl)c1 | -6 | -4 | 0 | · | 21 | 3
25 | O=C(CNC(=O)c1ccco1)Nc1ccc(Cl)cc1 | -10 | -4 | -105 | -80 | -130 | 2
26 | CC(C)n1cnc2c(Nc3ccc(F)c(Cl)c3)nc(NCCO)nc21 | -3 | 3 | -43 | -12 | -9 | -10
27 | CC(=O)NCCn1c(SCC(=O)NC2CCCCC2)nc2ccccc2c1=O | -23 | -3 | 16 | -7 | -9 | 7
28 | CCCSc1nc2c(c(=O)n(C)c(=O)n2C)n1C | 0 | -18 | 14 | -19 | 12 | 13
29 | C=CCOc1ccc(C2CC(C)=NN2c2ccccc2)cc1 (centres undefined) | 7 | -20 | -17 | -5 | -7 | -11
30 | COc1cccc(NC(=O)CN(C)CC(=O)Nc2ccccc2-c2ccccc2)c1 | -2 | 1 | 9 | -3 | 14 | 1

# | NR2E3 ag-1 | TRPM1 prom inh | HTR2A ag | hiPSC survival | NR2E3 ag-2
21 | 16 | · | 6 | 4.0 | ·
22 | -16 | 1 | 0 | -0.6 | 3
23 | -17 | -2 | -2 | -1.8 | 1
24 | -14 | · | -1 | -0.3 | 1
25 | -9 | -37 | -3 | -0.7 | 4
26 | -7 | 9 | 6 | -2.3 | 3
27 | -15 | 15 | 1 | 0.4 | 1
28 | -15 | -3 | 11 | -0.6 | 2
29 | -22 | 14 | 1 | 0.1 | 6
30 | -14 | 4 | 1 | -0.8 | -3

New compounds follow.
# | Molecule | PDI turbidity | CaV13 FRET inh | HIF-2a block | Shn3 inh set2 | Peg3 promoter | Cardio protect
31 | CCOc1ccccc1NC(=S)N1CCN(c2ccc(O)cc2)CC1 | -9 | -19 | 12 | 10 | 15 | 3
32 | CC1(C)CC(=O)C(C=NCC2CCN(C(=S)Nc3cccc(Cl)c3)CC2)=C(O)C1 | 1 | -17 | 6 | -9 | 34 | -9
33 | O=C(CCN1CCOCC1)Nc1ccc2c(c1)N(C(=O)CN1CCOCC1)c1ccccc1CC2 | 5 | -9 | 14 | 3 | 6 | 6
34 | O=C(CSc1n[nH]c(-c2cccnc2)n1)Nc1ccc([N+](=O)[O-])cc1 | 4 | -4 | 11 | 18 | 12 | 4
35 | O=C(CCC1CCCC1)NCCS(=O)(=O)N1CCN(c2ccc(F)cc2)CC1 | -8 | -7 | 0 | 9 | 14 | -1
36 | Cc1ccc(C(C)C)c(OCC(=O)Nc2ccc3c(c2)nc(CCN2CCCCC2)n3C)c1 | 4 | -2 | 23 | 2 | 105* | -12
37 | CCOC(=O)C(O)(CC(=O)Nc1ccc(Cl)cc1Cl)C(F)(F)F (centres undefined) | -6 | -5 | 11 | -6 | 0 | -3
38 | CC(C)C(=O)Nc1ccc(C(=O)NNC(=O)c2ccco2)cc1 | -3 | · | 5 | -10 | 2 | 3
39 | CCCCOC(=O)c1ccc(NC(=O)c2nn(C)cc2Br)cc1 | 2 | -4 | -92 | -32 | -94 | -11
40 | O=C(CN1CCN(Cc2cccc3ccccc23)CC1)NCCc1ccccc1 | 12 | -4 | 0 | 4 | 10 | 2

# | NR2E3 ag-1 | TRPM1 prom inh | HTR2A ag | hiPSC survival | NR2E3 ag-2
31 | -6 | -7 | -5 | -0.7 | 3
32 | 28 | 4 | 4 | 0.2 | 5
33 | -22 | -20 | -1 | 1.9 | -1
34 | 1 | -8 | 9 | 0.0 | 1
35 | 26 | 10 | -2 | -0.4 | 3
36 | 8 | 95* | -16 | -0.5 | 0
37 | -5 | 5 | 0 | 1.8 | -4
38 | -15 | 5 | -4 | -1.9 | -2
39 | -54 | -47 | -4 | -2.2 | 2
40 | -23 | -3 | -9 | -0.6 | 4

Next records
# | Molecule | PDI turbidity | CaV13 FRET inh | HIF-2a block | Shn3 inh set2 | Peg3 promoter | Cardio protect
41 | COc1cccc(CNC(=O)[C@@H]2CCCN2C(=O)[C@@H]2CCCN2C(=O)c2cccc(Cl)c2)c1 | · | -6 | -4 | · | · | ·
42 | O=C(Cn1ncc2c1-c1ccccc1OC2)N1CCN(Cc2ccccc2)CC1 | 3 | 3 | 13 | 12 | 11 | -1
43 | Cc1nn(-c2ccccc2)cc1/C=N/NS(=O)(=O)c1ccccc1 | -6 | -3 | -36 | -11 | -22 | 6
44 | COc1ccccc1C1/C(=C(/O)c2ccc(C)cc2)C(=O)C(=O)N1CCN1CCOCC1 (centres undefined) | -2 | -15 | -10 | -22 | -10 | 10
45 | Fc1ccccc1-c1n[nH]c(=S)n1C1CC1 | -1 | -3 | 4 | -14 | 1 | -2
46 | CC1Cc2ccccc2N1C(=S)NC(=O)c1ccco1 (centres undefined) | 7 | -5 | 11 | 22 | -1 | -7
47 | O=C(Cn1nnc2ccccc2c1=O)NCc1ccco1 | 7 | 0 | -7 | 1 | -11 | 2
48 | Cc1[nH]c(SCC(=O)Nc2cc(S(C)(=O)=O)ccc2Cl)nc1Cc1ccccc1 | -2 | -5 | -4 | 10 | -6 | -6
49 | Cc1cn2c(N)c(C=C3C=C(Cl)C(=O)C(Cl)=C3)c(=O)nc2s1 | 6 | -3 | -25 | -25 | 17 | -2
50 | CC(=O)c1cccc(NC(=O)C(CC(C)C)NC(=O)C2CCCCC2)c1 (centres undefined) | 3 | -17 | 14 | 12 | 5 | 1
51 | COc1ccc(C(=O)Nc2sc(C(=O)N(C)C)c(C)c2C#N)cc1[N+](=O)[O-] | -2 | -9 | -6 | 13 | 16 | 11

# | NR2E3 ag-1 | TRPM1 prom inh | HTR2A ag | hiPSC survival | NR2E3 ag-2
41 | -5 | · | 1 | -1.3 | ·
42 | -20 | 3 | 9 | -0.8 | 8
43 | 3 | 2 | 0 | 3.7 | -4
44 | -23 | 15 | 4 | -0.5 | 1
45 | -27 | -5 | 0 | 0.1 | 3
46 | -61 | -11 | 1 | -0.5 | 1
47 | -5 | 3 | -6 | 6.6 | -2
48 | 2 | 10 | -5 | -2.9 | 4
49 | -9 | -10 | 3 | 0.6 | ·
50 | 13 | -12 | -2 | -0.1 | 2
51 | 24 | -3 | 1 | 1.4 | 2
